RNase H inhibition: RNase H inhibition, HIV 1 Gag Pol polyprotein, FRET biochemical assay, screening (AID 372) | HIV-1 RT RNase H, FRET RNA/DNA substrate fluorescence; higher % means a stronger effect | one-dose inhibition, % at 10 µM; IC50 in µM for titrated hits | hit rate 0.77% among 100,000; in the data active means inhibition above about 50%
An asterisk follows results filed as active. Only part of the results is shown (hit frequency here may not be typical).

CC(=O)Oc1ccc(C(=O)Nc2ccccc2C(=O)NCC(C)C)cc1 was read as RNase H inhibition 0.0%.
Screening CC1(C)CC(=O)C2=C(C1)Nc1ccccc1NC2c1cccc(F)c1 (centres undefined) returned RNase H inhibition 6.0%.
For CC1(C)CC(=O)C=C(Nc2ccccc2C#N)C1 the results were RNase H inhibition 0.0%.
Screening Cc1cccc(NC(=O)CSc2nc(-c3ccccc3)c(-c3ccccc3)o2)c1C returned RNase H inhibition 17.0%.
Screening COc1ccc(CNC(=O)/C(C#N)=C\c2ccc(O)cc2)cc1 returned RNase H inhibition 15.0%.
COc1ccccc1C(=O)NC(=S)Nc1cccc2c(C)cc(C)nc12 was read as RNase H inhibition 10.0%.
Screening COc1ccc(NC(=O)c2ccc(N3C(=O)c4ccccc4C3=O)cc2)c([N+](=O)[O-])c1 returned RNase H inhibition 41.0%.
For COC(=O)C1=C(C)N(C)C(C)=C(C(=O)OC)C1c1ccncc1 the results were RNase H inhibition 17.0%.
Screening Cc1c(Br)c([N+](=O)[O-])nn1CC(=O)N1CCN(C)CC1 returned RNase H inhibition 0.0%.
O=[N+]([O-])c1ccc(Cl)c(C=Nc2ccc(F)cc2)c1 was read as RNase H inhibition 23.0%.
Screening O=C1NC(=S)N(c2cccc(Cl)c2)C(=O)/C1=C/c1ccc(N2CCCCC2)o1 returned RNase H inhibition 25.0%.
Screening COc1cc(C2NC(=O)NC(C)=C2C(=O)OCCc2ccccc2)ccc1OCc1ccccc1 (centres undefined) returned RNase H inhibition 35.0%.

Among those listed so far, two contain a cyano group:
For CC1(C)CC(=O)C=C(Nc2ccccc2C#N)C1 the results were RNase H inhibition 0.0%.
Screening COc1ccc(CNC(=O)/C(C#N)=C\c2ccc(O)cc2)cc1 returned RNase H inhibition 15.0%.

Remaining list, next part.
Screening COc1ccc(NC(=S)NC(NC(=O)C(C)C)C(Cl)(Cl)Cl)c([N+](=O)[O-])c1 (centres undefined) returned RNase H inhibition 1.0%.
O=[N+]([O-])c1ccc(C2Nc3c(cccc3[N+](=O)[O-])C3C=CCC32)cc1 (centres undefined) was read as RNase H inhibition 35.0%.
Screening Cc1ccc(-n2c(SCc3ccccc3)nc3c(c2=O)C2(CCCCC2)Cc2ccccc2-3)cc1 returned RNase H inhibition 12.0%.
COc1cc(C=O)ccc1OCCOc1cc(C)c(Cl)c(C)c1 was read as RNase H inhibition 41.0%.
COc1cc([N+](=O)[O-])ccc1NC(=S)NC(=O)c1cccc(Br)c1 was read as RNase H inhibition 7.0%.
Screening Oc1ccc(Nc2nc(-c3cccs3)cs2)cc1 returned RNase H inhibition 21.0%.
CCC(C)NC(=O)c1cc(Cl)ccc1OC (centres undefined) was read as RNase H inhibition 0.0%.
O=C(NCCOCc1ccccc1)c1ccc(Cl)cc1Cl was read as RNase H inhibition 6.0%.
COc1ccc(C(=O)Nc2ccc(-c3nc4ccccc4s3)cc2)cc1Br was read as RNase H inhibition 16.0%.
O=C(Cc1cc2ccccc2[nH]1)N/N=C/c1ccc(Cl)cc1 was read as RNase H inhibition 22.0%.
CC(C)C(NC(=O)c1c(Cl)cccc1Cl)C(C)C was read as RNase H inhibition 8.0%.
`CCN(/C=N/c1sc2c(c1C#N)CC(C)(C)NC2(C)C)CC` gave RNase H inhibition 0.0%.
For FC(F)(F)c1ccc(CN2CCN(Cc3ccc(Br)cc3)CC2)cc1 the results were RNase H inhibition 14.0%.
For Cc1cc(OCC(=O)O)c2c(C)c(Cc3ccccc3)c(=O)oc2c1 the results were RNase H inhibition 4.0%.
CCOC(=O)C1=C(C)N=c2s/c(=C\C=C\c3ccccc3)c(=O)n2C1c1cccc(OC)c1OC (centres undefined) was read as RNase H inhibition 17.0%.
Screening OCCN=C1CCc2c1[nH]c1ccc(C3CCCCC3)cc21 returned RNase H inhibition 10.0%.
O=C(CCN1C(=O)C2C3C=CC(C4CC34)C2C1=O)OCC(=O)c1ccccc1 (centres undefined) was read as RNase H inhibition 6.0%.
Screening COc1ccc(OC)c(C=NNC(=O)Cn2nnc3ccccc32)c1 returned RNase H inhibition 11.0%.
CC(=O)C12c3ccccc3C(c3ccccc31)C1C(=O)N(c3cc(C(F)(F)F)ccc3Cl)C(=O)C12 (centres undefined) was read as RNase H inhibition 19.0%.
Screening CCOC(=O)C1=C(O)/C(=C/c2cc(C)n(-c3ccc(OC)cc3)c2C)SC1=Nc1ccc(C)cc1 returned RNase H inhibition 22.0%.
O=C(Nc1nnc(-c2ccccc2)s1)c1ccccc1I was read as RNase H inhibition 0.0%.
`c1ccc(CC2=NNC(c3ccccc3)S2)cc1` (centres undefined) gave RNase H inhibition 12.0%.
COc1cccc(C(=O)/C=C/c2ccc(Cl)cc2)c1 was read as RNase H inhibition 10.0%.
CC1(C)CC(NC(=O)CN2CCN(CC(=O)NC3CC(C)(C)NC(C)(C)C3)CC2)CC(C)(C)N1 was read as RNase H inhibition 2.0%.
COc1ccc(CNC(=O)C(=O)Nc2cc(OC)ccc2OC)cc1 was read as RNase H inhibition 27.0%.
`O=C(N/N=C/c1cccc(Br)c1)/C(=C\c1ccc2c(c1)OCO2)NC(=O)c1ccccc1` gave RNase H inhibition 5.0%.
O=C(Nc1ccc(N=Nc2ccccc2)cc1)c1ccc(Br)cc1 was read as RNase H inhibition 0.0%.
`Cc1cccc(-c2cc(C(=O)N3CCN(C)CC3)c3ccccc3n2)c1` gave RNase H inhibition 7.0%.
Screening Cc1c(C#N)c2ncnc(-c3ccccc3)c2n1-c1ccccc1 returned RNase H inhibition 4.0%.
For COc1cccc(OCCCOc2ccccc2F)c1 the results were RNase H inhibition 29.0%.
Screening CCCOc1cccc(C(=O)Nc2scc(-c3ccc(F)cc3)c2C(=O)OC)c1 returned RNase H inhibition 11.0%.
`CC1CC(Nc2ccccc2)c2ccccc2N1C(=O)c1cccc2ccccc12` (centres undefined) gave RNase H inhibition 19.0%.
Screening CC(=O)NC(NC(=S)Nc1ccc(C(C)=O)cc1)C(Cl)(Cl)Cl (centres undefined) returned RNase H inhibition 0.0%.
Screening CSc1nnc2n(-c3ccccc3)c(=O)c3c4c(sc3n12)CC(C(C)(C)C)CC4 (centres undefined) returned RNase H inhibition 22.0%.
O=C(Nc1ccc(OC(F)(F)F)cc1)c1nn2c(c1Br)NC(c1cccs1)CC2C(F)(F)F (centres undefined) was read as RNase H inhibition 6.0%.
Screening CCOC(=O)C1CCN(C(=S)Nc2ccc(OCC)cc2)CC1 returned RNase H inhibition 2.0%.
For CC1=C(C(=O)OC2CCCC2)C(c2ccc(C)cc2)C2=C(CC(c3ccc(Cl)cc3)CC2=O)N1 (centres undefined) the results were RNase H inhibition 18.0%.
Screening CC(C)(O)C#Cc1ccc(C2C3=C(CC(C)(C)CC3=O)OC3=C2C(=O)CC(C)(C)C3)cc1 returned RNase H inhibition 12.0%.
`N#C/C(=C\c1ccc(O)c([N+](=O)[O-])c1)C(=O)NCc1ccco1` gave RNase H inhibition 0.0%.
CCCN1C(=O)/C(=C\c2nc3ccccc3c(=O)n2C)c2cc(Br)ccc21 was read as RNase H inhibition 0.0%.
For O=C1CCCC2=C1C(c1ccc3c(c1)OCO3)Nc1ccc3ccccc3c12 (centres undefined) the results were RNase H inhibition 23.0%.
`O=C(N/N=C/c1cccc(Br)c1)C(=O)N1CCCC1` gave RNase H inhibition 15.0%.
COc1cc(/C=C2/SC(=S)N(c3cccc(Cl)c3)C2=O)cc(Cl)c1O was read as RNase H inhibition 18.0%.
`CC(=O)c1ccc(NC(=S)Nc2ccccc2)cc1` gave RNase H inhibition 7.0%.
Screening N#CCn1c(-c2nonc2N)nc2ccccc21 returned RNase H inhibition 19.0%.
`CS(=O)(=O)N(CC(=O)NC1CC1)c1ccc(Cl)cc1` gave RNase H inhibition 5.0%.
For O=C(O)c1ccc(CNC(=O)c2cocc2C(=O)O)o1 the results were RNase H inhibition 0.0%.
CCOC(=O)C1CCN(C(=O)COc2ccc(Br)cc2Cl)CC1 was read as RNase H inhibition 5.0%.
O=C(N/N=C/c1c[nH]c2ccccc12)c1ccccc1Cl was read as RNase H inhibition 0.0%.
Screening CCCCC(C(=O)Nc1cc(C)ccc1C)N1C(=O)c2cc(Cl)c(Cl)cc2C1=O (centres undefined) returned RNase H inhibition 25.0%.
Screening O=C(N/N=C/c1ccccc1Cl)c1ccc(C(=O)N/N=C/c2ccccc2Cl)cc1 returned RNase H inhibition 0.0%.
CC(C)(C)NC(=O)c1cc(NC(=O)c2cccs2)cc(NC(=O)c2cccs2)c1 was read as RNase H inhibition 44.0%.
For Cc1cc(=O)oc2cc3c(cc12)OCCN3 the results were RNase H inhibition 2.0%.
Cc1ccc(-n2[nH]c(C)c(C=Nc3cc([N+](=O)[O-])ccc3O)c2=O)cc1 was read as RNase H inhibition 8.0%.
`CCN(CC)c1ccc(-c2nc3c(c(Cc4ccccc4)nn3-c3ccccc3)c3cc(OC)c(OC)cc23)cc1` gave RNase H inhibition 22.0%.
Cc1cccc2cc(/C=C(\C#N)c3nc(-c4cc5ccccc5oc4=O)cs3)c(Cl)nc12 was read as RNase H inhibition 19.0%.
For O=C(Nc1ccccc1)Nc1nnc(Cc2ccc([N+](=O)[O-])cc2)s1 the results were RNase H inhibition 16.0%.
`Cc1cccc(OCCOc2ccc(Br)cc2/C=C2\SC(N)=NC2=O)c1` gave RNase H inhibition 28.0%.
Screening CCOC(=O)c1c(NC(=O)/C=C/c2ccco2)sc2c1CCCC2 returned RNase H inhibition 0.0%.
CC1CCc2c(sc(NC(=O)c3ccccc3Cl)c2C(=O)Nc2ccccc2Cl)C1 (centres undefined) was read as RNase H inhibition 14.0%.
Cc1cc(C(=O)Nc2nc(-c3ccc(Cl)cc3)cs2)ccc1[N+](=O)[O-] was read as RNase H inhibition 5.0%.
For Cc1ccc(N=C(NO)C(=Nc2ccc(C)c(C)c2)NO)cc1C the results were RNase H inhibition 23.0%.
CCOc1ccccc1OCCOc1ccc(C(C)CC)cc1 (centres undefined) was read as RNase H inhibition 5.0%.
`OC(C#CC(O)(c1ccccc1)c1ccccc1)(c1ccccc1)c1ccccc1` gave RNase H inhibition 6.0%.
Screening Cc1cc(C=C2C(=O)NC(=S)NC2=O)c(C)n1-c1cccnc1 returned RNase H inhibition 33.0%.
Screening CCN(CC)C1CC(=O)N(c2cccc([N+](=O)[O-])c2)C1=O (centres undefined) returned RNase H inhibition 4.0%.
Screening Cc1cc(C)c(S(=O)(=O)Nc2ccc(C)c(Cl)c2)c(C)c1 returned RNase H inhibition 11.0%.
CCc1ccccc1NC(=O)c1ccc(CN2CCc3ccccc3C2)cc1 was read as RNase H inhibition 7.0%.
Screening CC(=O)Nc1ccc(S(=O)(=O)Nc2ccccc2C(=O)Nc2ccccc2)cc1 returned RNase H inhibition 7.0%.
CCCCC(C(=O)N1CCCCC1)N1C(=O)c2cc(Cl)c(Cl)cc2C1=O (centres undefined) was read as RNase H inhibition 10.0%.
Screening O=C(Nc1cc(Sc2ccccc2)cc([N+](=O)[O-])c1)c1ccc(F)c(F)c1 returned RNase H inhibition 9.0%.
For O=C1CC(Nc2ccc(N3CCOCC3)cc2)C(=O)N1c1cccc(Cl)c1 (centres undefined) the results were RNase H inhibition 5.0%.

Ordered by formula weight (largest number first): some entries from above.
Screening CC(=O)Nc1ccc(S(=O)(=O)Nc2ccccc2C(=O)Nc2ccccc2)cc1 returned RNase H inhibition 7.0%.
CCCCC(C(=O)N1CCCCC1)N1C(=O)c2cc(Cl)c(Cl)cc2C1=O (centres undefined) was read as RNase H inhibition 10.0%.
For O=C1CC(Nc2ccc(N3CCOCC3)cc2)C(=O)N1c1cccc(Cl)c1 (centres undefined) the results were RNase H inhibition 5.0%.

Carrying on:
`O=C1CC(N2CCN(c3ncccn3)CC2)C(=O)N1c1ccc(I)cc1` (centres undefined) gave RNase H inhibition 7.0%.
CCc1ccc(O)c(N=Cc2cc(Cl)cc([N+](=O)[O-])c2O)c1 was read as RNase H inhibition 5.0%.
For CCN(CC)C(=O)C1CCCN(c2ccc([N+](=O)[O-])cc2/C=N/NS(=O)(=O)c2ccc(C)cc2)C1 (centres undefined) the results were RNase H inhibition 11.0%.
Screening c1ccc(-c2nc3ccccc3nc2-c2ccccn2)nc1 returned RNase H inhibition 4.0%.
Screening CN(C)c1ccc(-c2cc[n+](-c3nc([O-])sc3C=O)cc2)cc1 returned RNase H inhibition 0.0%.
`COc1cc(CN2CCN(C(=O)CC(C)C)CC2)c([N+](=O)[O-])cc1OC` gave RNase H inhibition 7.0%.
For Cc1cc(C)cc(N(CC(=O)NCC2CCCO2)S(=O)(=O)c2ccccc2)c1 (centres undefined) the results were RNase H inhibition 10.0%.
Cc1ccc(N(CC(=O)Nc2ccc(C(C)C)cc2)S(=O)(=O)c2ccc(F)cc2)cc1 was read as RNase H inhibition 4.0%.
For O=C(Nc1ccccc1O)c1cccnc1 the results were RNase H inhibition 3.0%.
O=C(CNC(=O)c1ccc(Br)cc1)c1ccccc1 was read as RNase H inhibition 15.0%.
Cc1cccc(C(=O)NNC(=S)Nc2ccccc2)c1[N+](=O)[O-] was read as RNase H inhibition 11.0%.
For COc1ccc(CN2CCOCC2)cc1O the results were RNase H inhibition 2.0%.
For O=C(N/N=C/c1ccccc1O)c1cc(C2CC2)[nH]n1 the results were RNase H inhibition 12.0%.
Screening O=c1oc2cc(OCCc3ccccc3)ccc2c2c1CCC2 returned RNase H inhibition 15.0%.

Among those listed so far, 4 have two or more sulfur atoms:
Screening Oc1ccc(Nc2nc(-c3cccs3)cs2)cc1 returned RNase H inhibition 21.0%.
Screening CSc1nnc2n(-c3ccccc3)c(=O)c3c4c(sc3n12)CC(C(C)(C)C)CC4 (centres undefined) returned RNase H inhibition 22.0%.
COc1cc(/C=C2/SC(=S)N(c3cccc(Cl)c3)C2=O)cc(Cl)c1O was read as RNase H inhibition 18.0%.
CC(C)(C)NC(=O)c1cc(NC(=O)c2cccs2)cc(NC(=O)c2cccs2)c1 was read as RNase H inhibition 44.0%.

Assay outcomes as filed in PubChem.
